CASP6 VEID inh = blocks human caspase-6 cleavage activity. AID 686996. purified caspase-6, Z-VEID-R110 cleavage fluorescence. inhibition, % at 12.5 µM. 350,000 compounds, 0.53% hits. P55212;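 active = mean inhibition across replicates at least about 35%, with every replicate also reaching that limit, limit read from the data; inconclusive = only one of the two criteria met; inactive = neither criterion met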;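 also: 0% = median of neutral control wells and 100% = no fluorescence left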
Target sequence (P55212 24-179 limits assumed): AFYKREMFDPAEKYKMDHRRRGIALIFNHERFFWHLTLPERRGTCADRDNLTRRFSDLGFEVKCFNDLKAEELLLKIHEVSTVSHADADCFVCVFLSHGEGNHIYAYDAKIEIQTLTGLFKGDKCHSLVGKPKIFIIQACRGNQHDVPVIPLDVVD
Target sequence (P55212 194-293 limits assumed): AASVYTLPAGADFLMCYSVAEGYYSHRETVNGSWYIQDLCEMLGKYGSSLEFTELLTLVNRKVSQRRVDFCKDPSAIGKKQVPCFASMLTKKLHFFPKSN
RAD54 branch = inhibitors of human RAD54 branch migration | inhibition, % at 10.4 µM | 360,000 compounds, 0.14% hits | RAD54 Holliday junction branch migration, FAM/BHQ fluorescence | Q92698 | AID 602329;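 active = mean normalized replicate activity at least 40 and at least half of replicates scoring 40 or more; inconclusive = only one of the two criteria met; inactive = mean below 40 and under half of replicates reaching 40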;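 also: 0% = median of neutral control wells and 100% = median of positive control wells; inhibitors cause a drop in the FAM fluorescence signal; in these data hits start at about 50%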
XiGFP reactiv = X-chromosome reactivation activator; 360,000 compounds, 0.055% hits; activation, % at 7.58 µM; XiGFP mouse fibroblasts, % GFP-positive cells imaging, 3 d; cells co-treated with 5-aza-dC sensitizer; scaled so ellipticine positive control = 100%;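 active = mean normalized replicate activation at least 10% and every replicate at or above 10%; inconclusive = only one of the two criteria met; inactive = mean below 10% and not all replicates reach 10%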;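 also: 0% = median of on-plate neutral control wells and 100% = ellipticine 6 µM median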
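Assay system: SV40-immortalized XiGFP fibroblast cells, line 68-5-11; buffer or medium: DMEM plus 5-aza-dC sensitizer; compound: one concentration, pinned; timing: compounds 3 days, fix/stain 15 min at room temperature; benchmarks: positive control ellipticine, 6 µM final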
INS-1E GSIS act = primary screen for activators of insulin secretion dependent on glucose, INS-1E cells, GLuc reporter luminescence; INS-1E GLuc reporter insulin secretion, 2-3 h; activation, % at 16.6 µM; 370,000 compounds, 0.61% hits;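 active = lowest replicate activation of at least 40%, so every replicate reaches that level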;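 also: 0% = median of neutral control wells and 100% = median of IBMX positive control wells; some compounds called inactive have numbers as strong as hits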
F508del corr = CFTR F508del correction in bronchial cells; CFBE cells, YFP halide quenching; stimulated with forskolin plus potentiator P3; % fluorescence drop versus neutral controls; activity (quench increase), % at 7.58 µM; 350,000 compounds, 0.36% hits; AID 720511;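 active = mean added fluorescence quench of at least 8% versus neutral control, with both replicates also reaching 8%; inconclusive = only one of the mean or replicate conditions met; inactive = mean below 8% and not both replicates reaching 8%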;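 also: cells transiently co-express mutant CFTR-F508del with the halide-sensitive YFP; corrector assay measuring rescue of mutant channel to the surface after 24 h compound exposure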
RAD52 anneal inh = blocks human RAD52 DNA annealing | P43351 | recombinant RAD52 DNA annealing, FRET fluorescence | inhibition, % at 18.7 µM | 360,000 compounds, 0.46% hits;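 active = every replicate showing at least 50% inhibition; inconclusive = mean inhibition at least 50% but not in every replicate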
DENV2 CPE rescue = inhibitors of DENV2 cytopathic effect | DENV2-infected cells, cytopathic effect rescue, plate reader | CPE inhibition, % at 9.99 µM | 350,000 compounds, 1.7% hits; in the data active = CPE inhibition above about 20%, passing the limit was not always enough; inconclusive = no clear call, values can overlap the other calls; tested in BHK-21 cells;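 also: 0% = median of neutral control wells and 100% = median of positive control wells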
E-sel inducer = induces E-selectin expression in human endothelial cells. HUVEC E-selectin immunofluorescence imaging; normalized: neutral wells 0, TNF-alpha wells 100. 260,000 compounds, 0.37% hits. activation, % at 7.58 µM. AID 686992;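 active = mean E-selectin-positive cell signal at least 10% of the positive control, reached in at least 60% of replicates, without over 20% cell loss; inconclusive = no rule given, readout overlaps actives, possibly toxicity-flagged; inactive = the rest, including those meeting only one limit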;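 also: in these data hits start at about 27%; measured in HUVEC primary endothelial cells; signal is the percent of cells scored E-selectin positive by PE staining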
Target sequence (P16581 whole entry, looked up): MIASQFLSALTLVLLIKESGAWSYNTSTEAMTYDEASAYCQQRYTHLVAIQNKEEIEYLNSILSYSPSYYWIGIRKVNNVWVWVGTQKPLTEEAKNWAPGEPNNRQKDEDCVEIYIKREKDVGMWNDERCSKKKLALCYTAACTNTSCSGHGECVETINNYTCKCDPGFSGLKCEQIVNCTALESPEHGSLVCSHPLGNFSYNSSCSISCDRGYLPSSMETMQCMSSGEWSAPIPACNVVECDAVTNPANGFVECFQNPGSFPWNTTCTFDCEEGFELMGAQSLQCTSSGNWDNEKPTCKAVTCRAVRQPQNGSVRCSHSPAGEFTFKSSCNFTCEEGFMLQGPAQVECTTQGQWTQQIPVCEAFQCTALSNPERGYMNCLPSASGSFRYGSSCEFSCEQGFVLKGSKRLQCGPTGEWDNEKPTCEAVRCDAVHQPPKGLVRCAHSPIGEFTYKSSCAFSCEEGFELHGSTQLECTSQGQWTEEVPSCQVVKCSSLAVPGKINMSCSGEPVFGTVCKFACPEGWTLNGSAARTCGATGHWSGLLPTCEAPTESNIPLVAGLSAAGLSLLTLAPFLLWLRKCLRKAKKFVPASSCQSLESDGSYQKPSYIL
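Material: HUVEC primary endothelial cells; Amount: 3,000 cells per well; Dosing: single concentration; Medium: EGM-2 growth medium on 0.1% gelatin-coated wells; Read-out basis: percent E-selectin-positive cells; Signal: immunofluorescence imaging; Control set: TNF-alpha, DMSO.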
Starred values were filed as active, the others as inactive; ? = inconclusive; / = no result given; & = joins results of further samples.

SMILES	RAD52 anneal inh	XiGFP reactiv	E-sel inducer	INS-1E GSIS act	F508del corr	DENV2 CPE rescue	CASP6 VEID inh	RAD54 branch
COC(=O)CNC(=O)c1cccc(-c2ccc(OC)cc2)c1	0	0.1	1.5	-3	3.5	-6	1	/
COc1ccc(C#Cc2ccc3c(c2)[C@H]2[C@H](CCN2S(=O)(=O)c2ccc(OC)cc2)[C@@H](CO)N3C)cc1	-19	0.1	0.5	14	-0.2	-10	-1	10
COc1ccc(NC(=O)N(C)C[C@@H]2Oc3ccc(NS(=O)(=O)c4ccc(Cl)cc4)cc3CC(=O)N([C@H](C)CO)C[C@H]2C)cc1	-2	0.2	0.4	18	-0.8	8	2	5
Cc1cc(C)n(-c2ccc(C(=O)NCc3ccc(F)cc3)cc2)n1	-10	0.0	/	10	0.4	?	1	8
Clc1ccc2nc(-c3ccccc3)nc(C(Cl)Cl)c2c1	-11	0.6	-1.4	15	-7.4	0	-3	-7
COc1ccccc1OCC(=O)Nc1ccc(-c2nnc(-c3ccco3)o2)cc1	-12	0.0	0.6	3	1.3	5	6	10
C[C@@H]1CN([C@@H](C)CO)C(=O)c2cccc(NS(=O)(=O)c3ccccc3)c2O[C@@H]1CN(C)S(=O)(=O)c1cn(C)cn1	6	0.0	-0.3	19	-1.0	8	-1	-13
Cc1noc(C)c1S(=O)(=O)Nc1ccc2c(c1)C(=O)N([C@@H](C)CO)C[C@H](C)[C@H](CN(C)S(=O)(=O)c1ccc(Cl)cc1)OCCCC[C@H](C)O2	-35	-0.1	/	-16	0.6	-1	-2	9
Cc1ccc(N=C2SCCCN2C(=O)c2cccc(N3C(=O)CCC3=O)c2)cc1Cl	-13	0.1	-0.8	-20	-1.1	-2	-2	-17
CC(C)Oc1cccc(C(=O)C2CCCN(C(=O)c3cncs3)C2)c1 (stereo not given)	-7	0.0	/	23	-2.0	-4	8	-1
CCN(Cc1nc(-c2ccc(OC)c(OC)c2)no1)C(=O)c1ccoc1C	2	0.3	14	-16	2.0	-1	5	-7
CN(C(=O)c1cccc(C(F)(F)F)c1)C1CCCc2ccccc21 (stereo not given)	2	0.2	/	-35	-2.1	7	1	-4
COc1ccccc1Nc1ncc(C(=O)N2CCN(Cc3ccc(OC)c(OC)c3OC)CC2)c2ccccc12	2	0.2	/	-6	2.4	1	0	/
COc1cc(C(O)c2nc(-c3ccc(F)cc3OC)cs2)ccc1F (stereo not given)	-6	0.1	-0.1	/	1.5	1	6	-5
COC(=O)c1c(NC(=O)CN2CCN(c3cccc(Cl)c3)CC2)sc(C)c1C	-11	0.1	-1.2	/	0.8	10	-10	1
COc1ccc(CCN2C(=O)CC(Cc3cccc(C)c3)C2=O)cc1OC (stereo not given)	-5	0.0	/	39	-0.2	-2	5	/
CN1Cc2c(N)cccc2C(c2ccccc2)C1 (stereo not given)	-105	-0.3	0.2	-4	1.7	10	-2	-16&-2
CCN(CC)C1=CC(=O)OC12CCCCC2	-1	/	/	15	/	/	0	-5
CC(C)C(=O)Nc1ccccc1Cc1ccccc1	-6	0.3	0.1	29	-0.2	-3	1	-4
CC(=O)N1CCN(C(=O)C2(NC(=O)Nc3cccc(F)c3)CCCCC2)CC1	-7	0.0	/	8	-0.7	9	-1	/
Cc1[nH]c2ccc(C(=O)N3CCN(c4cccc(Cl)c4)CC3)cc2c1C	-1	0.1	/	7	-2.1	?	0	/
C[C@@H]1CN([C@H](C)CO)C(=O)CCCn2cc(nn2)CO[C@H]1CN(C)C(=O)Nc1ccnc(N2CCOCC2)c1	-2&1	0.0&0.1	18&0.5	0&5	2.3&-5.0&1.4	-7&-1	-1&1	-10&3
CCC1(O)C(=O)OCc2c1cc1n(c2=O)Cc2cc3cc(O)ccc3nc2-1 (stereo not given)	-23	/	/	-6	-0.7	?	8	5
C[C@@H]1CN([C@@H](C)CO)C(=O)c2cc(NC(=O)CCC(F)(F)F)ccc2O[C@@H](C)CCCCO[C@H]1CN(C)C(=O)C1CCCCC1	5	0.1	0.2	2	-1.0	-6	-3	-18
CCN(C[C@H]1N[C@H](CO)[C@@H]1c1ccc(-c2cccc(F)c2)cc1)C(=O)CN(C)C	39	0.0	0.1	4	2.6	10	-81	16
COC(=O)CC1C(=O)NCCN1C(=O)CSc1nc2ccccc2s1 (stereo not given)	-16	-0.2	/	6	0.0	/	3	/
CO[C@H]1CN(C)C(=O)c2cc(NC(=O)C3CCC3)ccc2OC[C@@H](C)N(C(=O)NC(C)C)C[C@@H]1C	5	-0.2	-0.1	-4	-0.4	0	7	-11
CCCC(=O)Nc1ccc2c(c1)OC[C@H](C)N(C(=O)c1ccncc1)C[C@H](C)[C@H](OC)CN(C)C2=O	-6	0.0	-0.2	-2	0.1	-2	0	-2
COc1ccc(-c2ccc3oc(-c4ccsc4)cc(=O)c3c2)cn1	-16	-0.6	0.2	10	0.3	-8	1	-1
Cc1cc(C(=O)Nc2cccc3c2O[C@@H](CN(C)C(=O)Nc2c(C)noc2C)[C@@H](C)CN([C@H](C)CO)C3=O)n(C)n1	3	0.2	0.0	-10	-1.4	11	0	-17
C[C@@H]1CN([C@H](C)CO)C(=O)Cc2cc(NC(=O)CCN3CCOCC3)ccc2O[C@H]1CN(C)C(=O)NC1CCCCC1	-14	0.5	0.3	8	-1.2	-1	0	4
CCOc1cc2[nH]c(=S)n(CCCC(=O)NCc3ccco3)c(=O)c2cc1OCC	-14	/	/	14	-2.6	-4	1	-2
CC(C)C(=O)OCC(=O)NCc1ccccc1Cl	-16	0.0	2.1	11	0.6	-2	0	/
O=C(Nc1ccc(F)cc1)N[C@@H]1CC[C@@H](CCNS(=O)(=O)c2cccc(Cl)c2)O[C@H]1CO	2	0.2	0.3	-6	0.0	7	-3	-10
Cc1ccc(-c2cnc3c(c2)C(=O)N([C@H](C)CO)C[C@H](C)[C@H](CN(C)C(=O)c2ccccc2)O3)cc1	9	-0.5	0.7	-1	-1.5	-8	-6	1
CCCN1CCN(CCCNC(=O)CN2C(=O)COc3ccccc32)CC1	-12	/	/	1	-0.8	-2	-19	1
C[C@H](CO)N1C[C@H](C)[C@@H](CN(C)Cc2ccncc2)OCCCC[C@H](C)Oc2ccc(NC(=O)Nc3ccc(F)cc3)cc2C1=O	/	-0.1	0.0	-4	2.8	-1	/	1
Cc1ccc(CNC(=O)c2ccc(Br)o2)cc1	2	/	/	-7	3.2	0	-1	2
Cc1[nH]c2ccc(F)cc2c1CCN1C(=O)OC(C)(C)C1(C)O (stereo not given)	-18	-0.1	/	7	-0.2	-3	-1	11
C[C@@H]1CN([C@H](C)CO)C(=O)c2cccc(NC(=O)NC3CCCCC3)c2O[C@@H]1CN(C)S(C)(=O)=O	8	-1.2	/	-4	4.9	7	0	6
CC1=NN2C(=N)/C(=C\c3cc(C)n(-c4ccc(C)cc4)c3C)C(=O)N=C2S1	-29	0.0	0.5	-8	-3.4	-2	0	-6
N#Cc1ccccc1S(=O)(=O)N1CCN(c2nc(-c3cccnc3)nc3ccccc23)CC1	-59	0.0	/	6	-1.6	4	1	-6
CCc1ccc(S(=O)(=O)NCC(O)COc2ccc(OC)cc2)cc1 (stereo not given)	-8	0.1	/	-14	/	0	-2	5
O=S(=O)(NCc1ccccc1)c1cc(Br)ccc1Br	-9	-0.1	0.0	-24	1.1	-2	5	/
O=C(Nc1nc2ccccc2[nH]1)c1ccc(S(=O)(=O)N2CCOCC2)cc1	-18	0.0	0.1	9	0.2	2	-2	/
C[C@@H]1CN([C@@H](C)CO)C(=O)c2cccc(NC(=O)c3ccncc3)c2O[C@H]1CN(C)Cc1ccc(Cl)c(Cl)c1	10	/	/	/	-4.0	9	-1	-7
N#Cc1ccccc1S(=O)(=O)N1CCN(C(=O)C2CCCC2)CC1	-9	0.1	-1.7	-8	3.0	-2	3	3
CC(OC(=O)[C@@H](NS(=O)(=O)c1ccccc1)C(C)C)C(=O)c1c(N)n(C)c(=O)n(C)c1=O (stereo not given in full)	-1	0.2	-1.5	-1	-1.2	-8	0	0
NC(=O)C12C(=O)NC(=O)C1(C(=O)O)C21CCCC1 (stereo not given)	-4	0.4	1.1	7	-0.3	-2	-1	0
CCS(=O)(=O)Nc1cccc(-c2nc3cccnc3s2)c1C	-8	0.0	/	/	-2.5	2	1	3
CC(C)NC(=O)N1C[C@H]2[C@@H](c3ccccc31)[C@H](CO)N2C(=O)c1ccccn1	2	0.0	-0.6	3	2.3	5	-3	3
CCO[C@@H]1OC(C(=O)N2CCN(Cc3ccc4c(c3)OCO4)CC2)=C[C@H](C(C)(C)C)[C@H]1CCCO	0	/	/	/	-0.3	9	-2	-7
O=C(NCc1ccc(F)cc1)c1cc(S(=O)(=O)N2CCCCC2)c[nH]1	-2	0.0	0.6	-18	-1.1	-10	4	-3
C[C@H](CO)N1C[C@H](C)[C@H](CN(C)Cc2ccncc2)OCCCC[C@H](C)Oc2ccc(NC(=O)CCCN(C)C)cc2C1=O	-6	-1.0	-0.2	6	0.5	4	1	-1
COc1ccc(C(=O)Cn2cnc3ccccc3c2=O)c(OC)c1	-9	-0.1	/	5	-2.7	5	2	-11
C=C(CC[C@@H](O)C(C)(C)O)[C@H]1CC[C@]2(C)[C@@H]1CCC1[C@@]3(C)CCC(=O)C(C)(C)C3CC[C@]12C (stereo not given in full)	-13	0.0	0.0	/	0.6	5	-1	8
COc1ccccc1CN1CC(C(=O)N(Cc2cnn(C)c2)C(C)C)CCC1=O (stereo not given)	-8	0.0	/	-6	-4.8	1	-7	-7

Assay outcomes from PubChem BioAssay.
